High-throughput results as filed in PubChem.
SENP8 block = blocks human SENP8 cleavage of Nedd8 substrate; recombinant SENP8, Nedd8 substrate fluorescence; Q96LD8; AID 602440; inhibition, % at 20 µM; 0.64% of 360,000 active; in the data active = inhibition mostly above about 40%, no sharp cut-off; inactive = mostly below about 27%
Target sequence (Q96LD8 whole entry, looked up): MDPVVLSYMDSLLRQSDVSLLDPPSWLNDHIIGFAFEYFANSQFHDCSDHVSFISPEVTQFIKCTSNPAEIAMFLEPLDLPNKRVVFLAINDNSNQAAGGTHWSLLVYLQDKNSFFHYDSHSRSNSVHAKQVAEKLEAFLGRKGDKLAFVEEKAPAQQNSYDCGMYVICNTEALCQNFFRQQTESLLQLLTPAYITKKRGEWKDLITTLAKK
ATG4B inhibitor = ATG4B (human) cysteine protease inhibition | ATG4B cleavage of LC3-PLA2, NBD-HPC fluorescence, 1 h | inhibition, % at 8.33 µM | 0.51% of 340,000 active | Q9Y4P1; in the data active = inhibition above about 40%
SENP6 block = inhibitors of human SENP6 protease; Recombinant SENP6 catalytic domain, aminoluciferin luminescence; AID 2599; 1.8% of 330,000 active; Q9GZR1; inhibition, % at 10 µM;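 active = inhibition above about 50% at the single tested dose, limit read from the data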;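 also: plate controls were DMSO wells with enzyme for no effect and DMSO wells lacking enzyme for full effect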
hIAP activ = human IAP activation; P09923; purified human IAP, CDP-Star luminescence, 30 min; active compounds read high; 1 = vehicle-only enzyme, 0 = enzyme-free background; activation factor at 10 µM; 0.16% of 330,000 active; AID 2524;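 active = activation factor of the enzyme at least 2-fold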; also: the source names both 10 and 20 µM as test concentration; values of inactives mirror those of a sister screen read the other way
Target sequence (P09923 whole entry, looked up): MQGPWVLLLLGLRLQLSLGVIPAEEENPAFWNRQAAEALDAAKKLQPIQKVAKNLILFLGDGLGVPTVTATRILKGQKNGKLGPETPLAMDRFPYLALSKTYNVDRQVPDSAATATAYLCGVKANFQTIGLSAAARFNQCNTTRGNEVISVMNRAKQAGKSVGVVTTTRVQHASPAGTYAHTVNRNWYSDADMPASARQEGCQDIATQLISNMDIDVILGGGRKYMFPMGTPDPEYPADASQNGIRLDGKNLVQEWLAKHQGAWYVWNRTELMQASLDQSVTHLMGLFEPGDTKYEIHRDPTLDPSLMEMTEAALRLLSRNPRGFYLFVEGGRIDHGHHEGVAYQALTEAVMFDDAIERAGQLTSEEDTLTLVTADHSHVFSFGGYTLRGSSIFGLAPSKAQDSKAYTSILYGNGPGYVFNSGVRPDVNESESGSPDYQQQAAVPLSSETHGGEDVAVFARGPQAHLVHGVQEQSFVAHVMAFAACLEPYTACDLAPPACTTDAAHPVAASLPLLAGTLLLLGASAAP
SENP1 FRET inh = SENP1 (human) catalytic domain inhibition. 0.21% of 360,000 active. Q9P0U3. recombinant SENP1 catalytic domain, CyPet-SUMO1-YPet FRET cleavage. inhibition, % at 10 µM;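 active = inhibition at least 30% at 10 µM, raw YFP signal under a set limit, fluorescence ratio 0.5 to 1.5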;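 also: 0% = enzyme with DMSO and 100% = no enzyme wells; some results filed as inactive read as strong as hits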
Target sequence (Q9P0U3 419-644 limits assumed): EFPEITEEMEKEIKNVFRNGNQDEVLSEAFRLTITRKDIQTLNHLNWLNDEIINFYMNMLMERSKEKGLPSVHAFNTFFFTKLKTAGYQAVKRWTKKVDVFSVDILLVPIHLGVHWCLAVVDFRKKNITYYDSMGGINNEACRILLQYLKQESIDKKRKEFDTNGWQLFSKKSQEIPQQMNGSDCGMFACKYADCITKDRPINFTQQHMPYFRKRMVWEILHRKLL
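Test system: hSENP1 catalytic domain, recombinant; Amount: 20 pM final SENP1 enzyme; Medium: Tris pH 8 buffer plus EDTA, NaCl, BME, BSA, NP40, catalase; Schedule: 50 min enzyme reaction, room temperature, light-protected; Technique: FRET fluorescence in CFP and YFP emission channels; Controls: no-enzyme wells low, DMSO-plus-enzyme wells high control.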
MPTP inh = permeability transition pore inhibition. 1.4% of 360,000 active. inhibition, % at 10 µM. isolated mouse mitochondria, Ca2+ swelling absorbance, 30 min;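 active = inhibition of 50% or more, scaled per plate between neutral and stimulator controls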;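 also: 0% = DMSO wells given calcium and 100% = 1 mM EGTA wells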
NR3A LBD binder = NR3A (human) ligand-binding domain modulation; NR3A LBD differential scanning fluorimetry, Tm shift; 0% = protein alone, 100% = glycine-bound protein; Tm shift relative to glycine control, % at 25 µM; 2.5% of 340,000 active; AID 1259313;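 active = melting temperature shift of at least 10% of the positive control shift, at one fixed dose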
PfG6PD inh = PfG6PD (Plasmodium falciparum) enzyme inhibition; PfGluPho enzyme, NADPH resazurin-diaphorase fluorescence; inhibition, % at 20 µM; 0.78% of 350,000 active;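 active = inhibition reaching at least a set limit at 20 µM in the primary screen, cut at about 59% in these data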;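 also: 0% = DMSO wells with substrate and 100% = DMSO wells lacking glucose-6-phosphate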
Active calls of the source: *; . = no result given.

SMILES | SENP8 block | ATG4B inhibitor | SENP6 block | hIAP activ | SENP1 FRET inh | MPTP inh | NR3A LBD binder | PfG6PD inh
Cc1cccc(CCNC(=O)c2cc(S(=O)(=O)N3CCCCC3)c[nH]2)c1 | 23.3 | -8.9 | 5.7 | 0.999 | 0.6 | -0.5 | -1.0 | -0.7
COC(=O)c1ccc(NC(=O)C(=O)N2CCN(C(=S)Nc3ccc(OC)cc3)CC2)cc1 | 6.8 | -9.0 | 0.0 | 1.02 | 4.6 | 0.7 | 4.7 | 0.9
COc1ccc(C2=CSC3=NCCN23)cc1Br | 13.1 | -10.1 | -4.3 | 1.22 | 3.5 | 0.7 | 0.9 | -1.1
COc1cc(OC)cc(C(=O)N[C@H](C(=O)NCc2ccco2)C(C)C)c1 | -3.5 | -2.5 | -3.7 | 1.08 | -1.3 | -2.2 | -1.1 | -2.6
CCOC(=O)CC1C(=O)NCCN1S(=O)(=O)c1ccc(OC)cc1 (stereo not drawn) | 5.1 | 2.5 | 15.0 | 0.997 | 1.3 | 1.7 | -12.3 | 8.1
N=c1c2c(n(Cc3ccc(Br)cc3)c3c1CCC3)CCCC2 | 19.0 | -0.7 | -15.7 | 1.09 | 1.3 | 12.6 | -4.1 | 0.8
CC(=O)NC1(C(F)(F)F)N=C2SCCN2C1=O (stereo not drawn) | 6.5 | 9.4 | -4.8 | 0.92 | -0.6 | 3.3 | 0.1 | 12.6
COc1ccc(NC(=O)CSc2nnc(-c3ccc(F)cc3)o2)cn1 | -2.2 | -0.5 | 4.1 | 1.05 | 1.6 | -2.5 | -1.2 | -8.4
O=C(COC(=O)c1cnccn1)NCc1ccccc1Cl | -3.8 | . | . | . | -6.7 | -0.8 | . | -3.5
Cc1cc(C)cc(NC(=O)CN2C(=O)C3CC=CCC3C2=O)c1 (stereo not drawn) | 19.0 | -2.9 | -2.1 | 1.07 | 0.8 | -0.7 | 2.2 | 10.1
COc1cc2c(cc1OC)C(c1cccc(OC)c1OC)CC(=O)N2 (stereo not drawn) | 17.3 | -8.8 | 7.0 | 1.12 | 1.1 | 3.0 | 2.2 | -7.8
CC1(O)CC2CC1C(C(=O)O)C2C(=O)O (stereo not drawn) | 16.3 | -2.3 | . | . | -1.0 | 0.1 | -1.0 | 6.4
COc1ccc2[nH]c3c(=O)n(CCCCCC(=O)NCCC(C)C)c(=S)[nH]c3c2c1 | -70.4 | -7.2 | 5.2 | 1.21 | 1.0 | -0.7 | 2.7 | -1.6
CCCCN(C)CCCNC(=O)c1cn(CC)c2ccc(S(=O)(=O)N3CCc4ccccc4C3)cc2c1=O | 1.8 | -5.0 | 5.1 | 0.883 | 1.5 | -3.8 | -2.0 | 2.3
Cc1cc(C)nc(SCCC(=O)Nc2ccccc2C)n1 | 16.0 | 1.1 | -33.4 | 1.03 | 1.9 | 0.1 | -0.2 | -1.0
Cc1c(Br)c([N+](=O)[O-])nn1CC(=O)Nc1ccc(C(C)C)cc1 | 18.3 | 28.3 | -17.5 | 0.963 | -1.7 | 13.3 | 0.7 | 1.2
COc1ccc(C(=O)Nc2cc(C(=O)NCCc3ccccc3)ccc2Cl)cc1 | 7.0 | 5.6 | 2.7 | 1.11 | -0.1 | 1.8 | 0.5 | 3.0
Cc1ccc(C(=O)OC2CCN(c3ccc([N+](=O)[O-])cc3)CC2)cc1 | 19.7 | 3.4 | -4.4 | 0.956 | -20.2 | 3.0 | 0.5 | -1.9
O=S(=O)(c1cc(Cl)ccc1Cl)N1CCC2(CC1)OCCO2 | 8.8 | 10.6 | -8.3 | 0.856 | 1.0 | -1.6 | 2.2 | -12.3
Cc1[nH]n(-c2ccccc2)c(=O)c1/C=N/NC(=O)C(C)C | 1.1 | 2.5 | -3.1 | 1.15 | 1.5 | -4.4 | -2.4 | -33.2
CCOC(=O)NC1=NCC(C)(C)S1 | 13.6 | 0.8 | . | . | 0.6 | 0.6 | 7.0 | -3.5
CC(C)CCN(CC(=O)NC(C)(C)C)C(=O)C(=O)Nc1ccc2c(c1)OCCO2 | 8.6 | 0.3 | -12.6 | 1.07 | 2.7 | -0.8 | -2.7 | -17.4
CCOC(=O)NC(=S)Nc1cccc(NC(=S)NC(=O)OCC)c1 | 15.6 | -4.0 | -4.0 | 1.02 | 2.7 | -1.1 | -0.5 | -10.1
COc1cccc(-c2cc(C(F)(F)F)n3nc(C(=O)N4CCCCC4c4cccnc4)cc3n2)c1 (stereo not drawn) | -424.5 | 0.3 | 13.5 | 1.11 | -8.6 | 2.6 | -3.2 | -16.9
O=c1[nH]c2cc(Cl)c(Br)cc2o1 | -0.8 | 5.1 | . | . | 0.9 | 5.9 | 1.9 | -29.5
O=C(COc1ccc(F)cc1)Nc1ccc(S(=O)(=O)Nc2ncccn2)cc1 | 6.9 | -3.6 | -9.8 | 1.11 | -1.0 | -0.4 | 0.8 | -21.2
COCCN(C(=O)CSc1nc2ccccc2s1)c1c(N)n(Cc2ccccc2)c(=O)[nH]c1=O | -127.6 | -12.3 | . | . | -79.1 | 5.9 | 0.1 | 22.2
COc1ccc(-c2nc(CSCC(=O)NCC3CCCO3)c(C)o2)cc1OC (stereo not drawn) | 1.3 | -4.8 | -0.9 | 0.956 | 3.7 | -0.9 | 0.1 | 3.4
CCN1CCN(c2cc(C)c3cc(NC(=S)N4CCCCC4)ccc3n2)CC1 | -455.8 | 3.3 | -7.7 | 1.09 | -43.2 | -0.3 | -0.9 | -0.7
Cc1ccc(C)c(S(=O)(=O)NCCOc2nc(NC(C)C)nc(NC(C)C)n2)c1 | 6.6 | -9.5 | 4.0 | 0.973 | -1.0 | 1.1 | 0.1 | 1.6
CC(=O)N1CCC(N(CCN2CCOCC2)C(=S)Nc2ccc(C)cc2)CC1 | 22.0 | -1.9 | 5.3 | 0.992 | 2.5 | 1.9 | 0.5 | 6.5
CCOC(=O)N1CCC(Nc2nc3ccccc3nc2NS(=O)(=O)c2ccc(Cl)cc2)CC1 | -233.2 | 3.1 | -0.8 | 0.896 | -74.2 | 39.1 | 2.7 | -47.5
CCOC(=O)Nc1sc2c(c1C#N)CCC(C)C2 (stereo not drawn) | 1.6 | -4.7 | -3.8 | 1.06 | -1.0 | 1.1 | -0.2 | 23.4
CCc1cc2c(=O)c(-n3cnc4ccccc43)coc2cc1O | -209.5 | 8.2 | 0.2 | 0.986 | -8.5 | -2.5 | -1.8 | 4.7
Cc1ccc(C(=O)COc2ccccc2-c2ccccc2)cc1C | 13.4 | 6.2 | -20.7 | 0.781 | 2.0 | 1.5 | -1.4 | 23.3
CCn1c(CNC(=O)Cc2ccc(OC)cc2)nnc1SCC(=O)NC1CCCCC1 | 22.1 | -3.5 | -0.7 | 1 | 3.8 | -0.5 | 0.8 | -10.5

Complete entries, looked up by structure.
Profile of CC(=O)N1CCC(N(CCN2CCOCC2)C(=S)Nc2ccc(C)cc2)CC1 = SENP8 block = 22.0; ATG4B inhibitor = -1.9; SENP6 block = 5.3; hIAP activ = 0.992; SENP1 FRET inh = 2.5; MPTP inh = 1.9; NR3A LBD binder = 0.5; PfG6PD inh = 6.5
Profile of O=C(COc1ccc(F)cc1)Nc1ccc(S(=O)(=O)Nc2ncccn2)cc1 = SENP8 block = 6.9; ATG4B inhibitor = -3.6; SENP6 block = -9.8; hIAP activ = 1.11; SENP1 FRET inh = -1.0; MPTP inh = -0.4; NR3A LBD binder = 0.8; PfG6PD inh = -21.2

Three entries out of the list above, sorted by their value in PfG6PD inh, ascending.
Molecule,ATG4B inhibitor,SENP6 block,hIAP activ,SENP1 FRET inh,MPTP inh,NR3A LBD binder,PfG6PD inh
CCOC(=O)N1CCC(Nc2nc3ccccc3nc2NS(=O)(=O)c2ccc(Cl)cc2)CC1,3.1,-0.8,0.896,-74.2,39.1,2.7,-47.5
Cc1ccc(C)c(S(=O)(=O)NCCOc2nc(NC(C)C)nc(NC(C)C)n2)c1,-9.5,4.0,0.973,-1.0,1.1,0.1,1.6
Cc1ccc(C(=O)COc2ccccc2-c2ccccc2)cc1C,6.2,-20.7,0.781,2.0,1.5,-1.4,23.3

Further structures:
SMILES | SENP8 block | ATG4B inhibitor | SENP6 block | hIAP activ | SENP1 FRET inh | MPTP inh | NR3A LBD binder | PfG6PD inh
COc1ccc(/C=C/C(=O)C(C)(C)C)cc1OC | -4.1 | -6.9 | -0.2 | 0.846 | 1.0 | 0.5 | -5.1 | -7.1
CCOc1ccc(-n2c(C)nc3c(cnn3-c3ccc(Cl)cc3)c2=O)cc1 | 16.6 | -9.5 | . | . | -0.7 | 1.2 | 3.5 | -0.4
COc1ccc2c(c1)OCC(O)(c1ccccc1)C2=O (stereo not drawn) | 10.1 | -6.4 | . | . | 1.6 | -0.4 | -1.6 | -8.2
CCCN(CCC)C(=O)C1CC(=O)OC12CCCCC2 (stereo not drawn) | 10.9 | 11.5 | -0.1 | 0.944 | 2.2 | -1.3 | -1.4 | 4.1
CC(=O)Oc1cccc(-c2nc3ccccc3c(=O)o2)c1 | -7.6 | 1.5 | -15.2 | 0.982 | 2.6 | -2.2 | -0.8 | -11.8
CCN(CC(=O)Nc1cc(Cl)ccc1C)C(=O)CCS(=O)(=O)c1ccc(Cl)cc1 | 2.4 | -11.2 | 5.8 | 1.21 | 0.2 | -2.7 | 3.7 | 19.1
CCOC(=O)N1CCN(S(=O)(=O)c2ccc(OC)c(Cl)c2)CC1 | 11.5 | 2.2 | -2.6 | 0.895 | 1.3 | -6.9 | 1.3 | -19.6
C=CCOC(=O)C1=C(C)N=C2SCCC(=O)N2C1c1cccs1 (stereo not drawn) | 15.2 | 4.8 | -4.4 | 0.942 | 0.4 | 2.9 | -1.7 | -12.9
COc1ccccc1NS(=O)(=O)c1ccc2nc(CCl)[nH]c2c1 | -2.1 | 1.9 | -17.5 | 1.35 | -0.3 | -1.2 | 1.3 | 13.8
COc1ccccc1COC(=O)N/C=C/c1ccco1 | -26.3 | 21.5 | -0.1 | 0.768 | -7.4 | -1.0 | -1.6 | -4.1
COC(=O)c1cc(Br)c(=O)n(CCN2CCOCC2)c1 | 13.5 | -14.6 | 5.3 | 0.994 | 1.7 | -5.4 | -0.4 | -24.5
O=C(Cc1ccc(F)cc1)Nc1c2c(nn1-c1cccc(Cl)c1)CS(=O)C2 (stereo not drawn) | 28.0 | -3.2 | -6.4 | 0.889 | 0.8 | -4.1 | -1.3 | 3.2
COc1ccc(NC(=O)Cn2c(C(C)C)nc(C)cc2=O)cc1Cl | -6.6 | -0.5 | -0.8 | 1.01 | 0.6 | 0.9 | 0.5 | -19.4
NC1=NC2(CCCC2)n2c(nc3ccccc32)N1 | 0.7 | 5.6 | -7.4 | 0.896 | 0.4 | 1.3 | 0.5 | -8.7
Cc1ccc(NC(=O)COC(=O)c2csc3c2CCC(C)C3)cc1S(=O)(=O)N1CCCCC1 (stereo not drawn) | 9.2 | -7.6 | 12.1 | 1.03 | 1.9 | 19.8 | -7.9 | 14.3
O=C(CCCOc1ccccc1)Nc1ccc(Br)cc1 | 6.1 | -13.3 | -17.7 | 1.01 | -0.8 | 4.1 | -7.6 | 10.0
O=C(/C=C/c1ccc2c(c1)OCO2)NCC1CCCO1 (stereo not drawn) | -210.2 | -10.4 | 5.8 | 0.996 | 1.6 | -2.4 | -1.0 | -6.6
N#Cc1ccccc1Sc1ccccc1C(=O)NCC(c1ccco1)N1CCCCC1 (stereo not drawn) | -4.8 | -7.7 | -10.3 | 0.815 | -118.4 | 0.9 | -1.1 | 3.9
O=C(c1ccco1)N1CCN(CC(=O)N2c3ccccc3CCc3ccccc32)CC1 | 15.5 | 1.0 | -9.5 | 1.07 | 0.3 | -0.1 | -2.8 | -6.0
O=[N+]([O-])c1ccc2c(c1)C=C1CCCCC1(N1CCCC1)O2 (stereo not drawn) | 26.6 | 2.4 | 1.3 | 1.03 | 3.4 | 1.5 | -0.9 | 9.3
Cc1csc(Cn2c(CN(C)C)nc3ccccc3c2=O)n1 | 23.2 | -8.7 | -12.0 | 1.1 | 1.9 | 0.8 | 0.7 | 2.0
O=C(NC1CC1)C1=C[C@@H](C2CCCCC2)C[C@@H](OCc2ccc(CO)cc2)O1 | 12.9 | -9.2 | -6.1 | 0.975 | 1.5 | -1.6 | 0.3 | 5.4

No enrichment for hits, and some 6.7% of all compounds hit somewhere here.
